From PubChem
Menin MLL FP TR – inhibitors of human menin-MLL interaction, mutant MLL peptide; actives 0.23% (n = 270,000); Potency, µM (top dose mostly 61.6 µM), without a hit: top-dose FP activity change, negative = inhibition, most hits filed as inhibitors; AID 1768; O00255; Menin + Texas Red MLL mutant peptide, fluorescence polarization; active = well fitted inhibition curve with a large enough effect in the polarisation, with a control signal flat, not every such curve was filed as active; inconclusive = small, poorly fitted or top-dose-only effect, or effect the other way, or a change in a side signal; inactive = no such curve, though single readings can be large or run the other way; the % refers to the polarisation; note: potency is the fitted concentration of half-maximal effect; % of control where 0% means no effect; many of its hits are not listed in these tables
VP16 counter – inhibits Gal4-VP16 luciferase reporter, ROR gamma counter-screen; actives 3.5% (n = 310,000); Drosophila S2 Gal4-VP16 UAS-luciferase, luminescence, 20 h; AID 2546; Potency, µM (titrated, usually from 53.6 µM), without a hit: at the top dose activity, negative = inhibition, actives largely listed as inhibitors;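 note: Gal4-VP16 expression switched on by copper sulfate through the metallothionein promoter; potency is the fitted concentration of half-maximal effect; % is set by controls: 0 for no effect and ±100 for the full control effect; nearly all actives have a fitted effect of over 50% in size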
PKM2 activator – activators of human pyruvate kinase M2. P14618. purified PKM2, Kinase-Glo ATP luminescence, activation; response scale: 0% is enzyme alone, no compound. Potency, µM (highest dose often 57.5 µM), for the others: top-dose activation, most hits filed as activators. actives 0.34% (n = 260,000); note: potency is the fitted concentration of half-maximal effect; % is set by controls: 0 for no effect and ±100 for the full control effect; nearly all actives have a fitted effect of over 55% in size
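ATP formation by purified human PK-M2, quantified via coupled luciferase luminescence after 1 h at room temperature with 0.1 mM ADP and 0.5 mM PEP final.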
FLuc modulator – counter-screen for miR-21 project: firefly luciferase inhibitors or activators | Potency, µM (doses to about 57.5 µM), without a hit: at the highest dose activity change, negative = inhibition, hits mostly inhibitors | actives 6.9% (n = 360,000) | P08659 | purified FLuc, Km substrates, luminescence inhibition;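 note: potency is the fitted concentration of half-maximal effect; plate controls were vehicle for no effect and reference inhibitor for full effect; nearly all actives have a fitted effect of over 55% in size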
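Purified P. pyralis luciferase, 10 nM final, with Km-level 10 uM D-luciferin and 10 uM ATP in 50 mM Tris acetate pH 7.5, 10 mM Mg acetate, 0.01% Tween-20, 0.05% BSA; 6-point qHTS titration about 60 µM downward; luminescence read.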
RORg inh – blocks mouse ROR gamma transcriptional activity; Drosophila S2 Gal4-RORgamma UAS-luciferase reporter, 20 h; Potency, µM (highest dose often 53.6 µM), inactives show at the highest dose activity change, negative = inhibition, hits mostly inhibitors; actives 5.4% (n = 310,000); P51450; AID 2551; note: potency is the fitted concentration of half-maximal effect; % is set by controls: 0 for no effect and ±100 for the full control effect; nearly all actives have a fitted effect of over 60% in size
Target sequence (P51450 whole entry, looked up, the tested form may be a part): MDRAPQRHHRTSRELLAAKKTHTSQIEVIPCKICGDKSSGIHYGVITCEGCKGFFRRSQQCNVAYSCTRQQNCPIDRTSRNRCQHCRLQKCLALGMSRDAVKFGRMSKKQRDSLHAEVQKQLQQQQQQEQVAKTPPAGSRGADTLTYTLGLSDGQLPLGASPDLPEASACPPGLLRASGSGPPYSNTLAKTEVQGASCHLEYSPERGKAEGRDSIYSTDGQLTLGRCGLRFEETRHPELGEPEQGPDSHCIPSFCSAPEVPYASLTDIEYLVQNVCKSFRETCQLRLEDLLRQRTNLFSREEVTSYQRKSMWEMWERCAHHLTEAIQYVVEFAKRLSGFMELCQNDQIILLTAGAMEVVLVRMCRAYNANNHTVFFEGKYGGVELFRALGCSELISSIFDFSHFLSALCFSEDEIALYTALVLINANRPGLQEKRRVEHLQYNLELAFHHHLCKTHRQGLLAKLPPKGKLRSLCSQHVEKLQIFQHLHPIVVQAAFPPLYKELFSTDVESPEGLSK
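Drosophila Schneider cells stably carrying a metallothionein-driven Gal4 DBD–ROR gamma fusion and a UAS-Photinus luciferase reporter were exposed to compound for 1 hr, then induced with copper sulfate (700 uM final) for 20 hr at ambient temperature before luminescence reading.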
NPC1 promoter act – activates the NPC1 promoter. Huh7 NPC1 promoter luciferase reporter, 24 h. Potency, µM (series often up to 9.22 µM), without a hit: at the highest dose activation, hits mostly activators. actives 2.4% (n = 320,000). AID 485313;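 note: potency is the fitted concentration of half-maximal effect; % of control where 0% means no effect; nearly all actives have a fitted effect of over 60% in size; reporter is driven by a mutant NPC1 promoter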
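Luminescence from an NPC1 promoter-driven luciferase reporter in stably transfected Huh7 cells was measured after 24 h compound treatment at 37 °C, followed by 10 min ambient incubation with luciferase detection reagent.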
MBNL1-CUG inh – inhibitors of human MBNL1 binding to CUG repeat RNA | Q9NR56 | TR-FRET MBNL1-His/biotin-(CUG)12 binding, 665/545 ratio | Potency, µM (doses to about 57.5 µM), without a hit: top-dose activity change, negative = inhibition, usual class: inhibitors | actives 0.036% (n = 280,000); active = well fitted inhibition curve with a large enough effect in the signal ratio, with a control signal flat, not every such curve was filed as active; inconclusive = small, poorly fitted or top-dose-only effect, or effect the other way, or a change in a side signal; inactive = no such curve, though single readings can be large or run the other way; the % refers to the signal ratio; note: potency is the fitted concentration of half-maximal effect; % is set by controls: 0 for no effect and ±100 for the full control effect
Target sequence (Q9NR56 whole entry, looked up): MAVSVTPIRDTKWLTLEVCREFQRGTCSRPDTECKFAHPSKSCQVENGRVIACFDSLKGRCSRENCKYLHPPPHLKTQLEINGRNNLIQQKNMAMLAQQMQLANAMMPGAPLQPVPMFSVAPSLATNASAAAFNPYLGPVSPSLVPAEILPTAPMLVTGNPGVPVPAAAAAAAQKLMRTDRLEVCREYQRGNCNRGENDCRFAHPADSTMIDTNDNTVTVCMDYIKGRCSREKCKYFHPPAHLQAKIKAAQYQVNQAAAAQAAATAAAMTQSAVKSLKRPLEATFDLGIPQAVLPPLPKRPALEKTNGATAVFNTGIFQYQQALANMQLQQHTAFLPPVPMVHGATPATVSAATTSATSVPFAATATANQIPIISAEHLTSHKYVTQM
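Inhibition of protein-RNA binding appears as loss of TR-FRET between terbium anti-His antibody on MBNL1-His and streptavidin-XL665 on biotin-(CUG)12. Activity is normalized to buffer-only and uninhibited-complex controls.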
KCNH2 3.1 inh – KCNH2 3.1 (human) potassium channel inhibition. U2OS KCNH2 3.1, thallium flux FluxOr; hits give low values. activity change, % (tested at about 1.8 µM). actives 0.95% (n = 340,000);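 active = maximum activity change below -70%; inconclusive = maximum activity change from -70% to -50%; inactive = maximum activity change above -50%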;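 note: thallium influx rate constant from kinetic fluorescence after stimulation buffer; % is set by controls: 0 for no effect and ±100 for the full control effect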
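We transduce U2OS cells with the mutant 3.1 virus, culture them overnight, load FluxOr with Red40 quencher for 45 min, then add stimulation buffer and read kinetically for 2 min to derive a normalized rate constant.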
Mito fusion yeast – blocks mitochondrial division or promotes mitochondrial fusion. S. cerevisiae fusion-defective mutant growth rescue, CellTiterGlo 48 h. Potency, µM (highest dose often 46.1 µM), for inactives: at the top dose growth rescue (activation), hits mostly activators. actives 0.23% (n = 320,000);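 note: potency is the fitted concentration of half-maximal effect; % of control where 0% means no effect; nearly all actives have a fitted effect of over 45% in size; temperature-sensitive fusion mutants such as fzo1-1 at 37 °C on non-fermentable ethanol glycerol medium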
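S. cerevisiae fusion-defective temperature-sensitive mutants (e.g. fzo1-1, mgm1-5) grown 48 h at 37C in YPEG (ethanol/glycerol non-fermentable) medium with 23 nl compound per well; growth rescue read as CellTiterGlo luminescence.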
Rab9 promoter act – Rab9 promoter activation; Huh7 Rab9 promoter-luciferase reporter, luminescence, 24 h; Potency, µM (series often up to 9.22 µM), inactives show top-dose activation, negative = inhibition, most hits filed as activators; actives 2.8% (n = 320,000); note: potency is the fitted concentration of half-maximal effect; % of control where 0% means no effect; nearly all actives have a fitted effect of over 60% in size
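Huh7 cells stably carrying Rab9 promoter–luciferase reporter, plated 1500 cells/well, compound added after 2 h and incubated 24 h at 37 °C; luciferase luminescence then read after 10 min with detection reagent.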
ELG1 DNA repair – inhibitors of ELG1-dependent DNA repair in HEK293T cells; HEK293T ELG1-luciferase reporter, luminescence, 16 h; DNA damage induced by 5-fluorouridine; Potency, µM (titrated, usually from 46.1 µM), inactives show top-dose activity change, negative = inhibition, actives largely listed as inhibitors; actives 2.3% (n = 330,000); note: potency is the fitted concentration of half-maximal effect; % is set by controls: 0 for no effect and ±100 for the full control effect; nearly all actives have a fitted effect of over 55% in size
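DMSO vehicle served as the neutral condition. Each well held 2,000 cells given 5-fluorouridine plus compound; after 16 hr at 37 °C/5% CO2, ONE-Glo was added and luciferase measured 30 min later.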
Active calls of the source: *; ? = inconclusive; . = not tested or not shown; [ ] = dose if it differs, or a comment. Unless noted, calls come from the whole dose curve; as a rule, active = well fitted curve in the direction sought with a large enough effect; inconclusive = small, poorly fitted or top-dose-only effect, or another doubt; inactive = no such curve, though single readings can be large; an effect the other way counts as inactive or inconclusive.

SMILES | Menin MLL FP TR | VP16 counter | PKM2 activator | FLuc modulator | RORg inh | NPC1 promoter act | MBNL1-CUG inh | KCNH2 3.1 inh | Mito fusion yeast | Rab9 promoter act | ELG1 DNA repair
Cc1cccc(C2c3[nH]c4ccccc4c3CCN2C(=O)c2nn(C)c(=O)c3ccccc23)n1 (centres undefined) | -4% | -22% | -3% | -5% | 20% | -2% | 0% | -16 | 9% | 2% | ?
CN(Cc1cn(C)nc1-c1cccc(Cl)c1)Cc1nccn1C | . | -9% | -5% | -2% | -37% | -10% | -2% | 1 | -7% | -2% | 3%
COc1ccccc1-c1noc(-c2cccs2)n1 | -3% | -3% | -13% | 7.6µM* | 0% | 1.6µM* | -1% | 19 | 0% | 2.2µM* | ?
COc1ccc(CC(=O)OCC(=O)c2ccc(OC)cc2)cc1 | 14% | -14% | 1% | ? | 18% | -1% | 4%[11.5 µM] | 1 | -8% | 1% | 0%
CC(C)(C)OC(=O)Nc1ccc([C@H](NC(=O)OC(C)(C)C)C(=O)OC(C)(C)C)cc1 | . | . | . | 1% | . | -5% | . | -4 | -21% | -7% | 3%
Clc1ccccc1CSc1nnc(-c2ccccn2)n1Cc1ccco1 | -6% | ? | 3% | -2% | ? | 2% | 6% | -20 | 15% | 1% | ?
CCCc1cc(N2CCCC2)n2nc(C)c(-c3ccccc3)c2n1 | -4% | 3%[0.365 µM] | 1% | 0% | ? | -2% | 5% | -6 | 24% | -6% | -11%
O=C(NCCc1ccccn1)c1cncc(Br)c1 | 0% | 12% | -6% | -2% | -13% | 9% | -2% | -10 | ? | 11% | ?
CCN(CC)C(=O)COC(=O)c1ccc(O)cc1 | 5% | 1% | -2% | -2% | 17% | . | -5% | 6 | 0% | . | .
Cc1noc(C)c1C(=O)OCC(=O)Nc1cc(Cl)ccc1Oc1ccccc1 | 1% | ? | 2% | -3% | ? | 0% | 7% | -8 | 21% | 0% | -10%
CCOC(=O)c1c(NC(=O)CSc2nnnn2-c2ccc(OC)cc2)sc(C)c1C | 2% | 1% | -7% | ? | -38% | -2% | -2% | 14 | -1% | -2% | ?
Cc1c(CCOC(=O)C23CC4CC(CC(C)(C4)C2)C3)sc[n+]1Cc1ccccc1 | -15% | -22% | -2% | 7% | 16% | -4% | -10% | -9 | -3% | -10% | -24%
O=C(/C=C/c1ccc(-c2ccccc2[N+](=O)[O-])o1)c1ccc(Br)cc1 | ? | 2%[0.365 µM] | -2% | ? | 2% | 19% | -12% | -2 | 5% | 3% | 0%
COc1ccc(O[C@H]2C=C[C@@H](c3ccccc3)O[C@@H]2COC(=O)CC/C(C)=N/O[C@@H](C)CN2CCCCc3nc(C)c(C)cc32)cc1 | ? | -30% | 4% | -1% | 23% | 0% | 7% | . | 9% | 1% | ?
C=CCn1c(SCC(=O)Nc2ccc3c(c2)OCO3)nnc1-c1ccccc1 | -4% | -3% | 2% | -2% | 25% | -3% | 2% | -1 | -1% | 0% | ?

Looked up by structure from the entries so far (three):
SMILES | Menin MLL FP TR | VP16 counter | PKM2 activator | FLuc modulator | RORg inh | NPC1 promoter act | MBNL1-CUG inh | KCNH2 3.1 inh | Mito fusion yeast | Rab9 promoter act | ELG1 DNA repair
CCN(CC)C(=O)COC(=O)c1ccc(O)cc1 | 5% | 1% | -2% | -2% | 17% | . | -5% | 6 | 0% | . | .
CC(C)(C)OC(=O)Nc1ccc([C@H](NC(=O)OC(C)(C)C)C(=O)OC(C)(C)C)cc1 | . | . | . | 1% | . | -5% | . | -4 | -21% | -7% | 3%
Cc1cccc(C2c3[nH]c4ccccc4c3CCN2C(=O)c2nn(C)c(=O)c3ccccc23)n1 (centres undefined) | -4% | -22% | -3% | -5% | 20% | -2% | 0% | -16 | 9% | 2% | ?

Following part:
SMILES | Menin MLL FP TR | VP16 counter | PKM2 activator | FLuc modulator | RORg inh | NPC1 promoter act | MBNL1-CUG inh | KCNH2 3.1 inh | Mito fusion yeast | Rab9 promoter act | ELG1 DNA repair
O=C(Cc1n[nH]c(=O)c2ccccc12)Nc1cccc(S(=O)(=O)N2CCCCCC2)c1 | . | . | . | -3% | . | -6% | . | -6 | -1% | -12% | ?
O=C1N/C(=N/O)S/C1=C\c1ccccc1-n1cccn1 | -2% | 3% | 5% | ? | 12% | 0% | ? | 7 | 4% | 1% | -4%
NC(=O)C1CCN(Cc2nc(-c3ccccc3)no2)CC1 | 0% | 9% | -3% | 4% | -10% | 3% | 0% | -19 | -1% | 7% | 19%
CCN(CC)CCCN=Cc1c(O)n(-c2c(C)cccc2C)c(=O)c2ccccc12 | . | -1% | -7% | -1% | -1% | 1% | 13% | 19 | -2% | -5% | -5%
O=C(Nc1nnc(SCc2c(Cl)cccc2Cl)s1)C1CC(=O)N(c2ccc3c(c2)OCCO3)C1 (centres undefined) | 0% | -14% | -9% | ? | -2% | -2% | 2% | -2 | 0% | -2% | 2%
CCCCC(O)(c1ccc(OC)cc1)C(CN1CCOCC1)c1ccccc1 (centres undefined) | ? | 4% | . | 1% | 20% | -5% | -5% | 2 | -8% | -6% | ?
S=c1nn[nH]n1C12CC3CC(CC(C3)C1)C2 | ? | 7.1µM* | -4% | ? | 2.5µM* | 3% | 0% | 3 | 4% | -2% | -2%
N#Cc1nc(-c2ccco2)oc1NCCCn1ccnc1 | -4% | 1% | 2% | 3% | 36% | 6% | 6% | 6 | -1% | -7% | 7%
COc1ccc([C@H]2CC(=O)c3c(O)cc(O)cc3O2)cc1O | . | 9% | ? | ? | 3% | -26% | -8% | -1 | 1% | 22% | ?
O=C(O)c1ccc(CNC(=O)c2ccc3c(c2)OCCO3)cc1 | -6% | -5% | -7% | ? | -22% | 1% | -4% | -11 | -4% | 1% | 4%
O=C(OCn1nnc2ccccc2c1=O)c1ccco1 | 17% | 1% | 10% | -2% | -26% | 2% | 8% | 5 | -4% | -2% | ?
CNC(=O)c1c(NC(=O)C(C)C)sc2c1CCC2 | . | -12% | -6% | -3% | 4% | 5% | 1% | 3 | -3% | 1% | 1%
CN(C(=O)COC(=O)c1n[nH]c2ccccc12)c1ccccc1 | -7% | -7% | -7% | -14% | 11% | 15% | 5% | 8 | -5% | 24% | ?
Cc1cc(C(=O)NNC(=O)Nc2ccc(Cl)cc2)no1 | . | 17% | 2% | -2% | 8% | -3% | 0% | -2 | 1% | -2% | 1%
c1ccc(OCc2nn3c(-c4cccnc4)nnc3s2)cc1 | -26% | -6% | 14% | -4% | 0%[10 µM] | 30% | -20% | 14 | 1% | 4% | -8%
CC(C)COc1ccccc1C(=O)NC(CO)C(=O)O (centres undefined) | -10% | -6% | -6% | -2% | -4% | 0% | -8% | -15 | -3% | -4% | 4%
COC(=O)COc1cc2ccccc2cc1C(=O)Nc1ccccc1 | -8% | -10% | 7% | 9.5µM* | -22% | 0% | 57%[activator] | -1 | 8% | -1% | -8%
S=C(NCc1ccc(Cl)cc1)Nc1ccccc1Cl | 6% | ? | 3% | 2% | 13µM* | -2% | . | -1 | -2% | 1% | 6%
COC(=O)c1ccc(N2CN=C(c3ccc(C)cc3)NC2=S)cc1 | 19% | -3% | -2% | ? | 12% | 5% | ? | 0 | 3% | 9% | 10%
COc1ccc(-c2cc(C(=O)N/N=C(\C)c3ccco3)c3ccccc3n2)c(OC)c1 | -2% | -30% | 0% | ? | 6.3µM* | -3% | 9% | 12 | -6% | 4% | ?
Clc1ccc(CNCc2cccs2)c(Cl)c1 | 9% | -8% | -3% | -16% | -1% | 0% | -15% | -31 | -8% | 1% | 14%
Cc1ccc(-n2c(SCC(=O)c3c(N)n(C4CC4)c(=O)[nH]c3=O)nnc2N2CCOCC2)cc1 | . | . | . | -1% | . | 1% | . | 25 | -1% | 9% | 11%
Cc1c(C(=O)NCc2ccc3c(c2)OCO3)oc2ccc(S(=O)(=O)N3CCCCCC3)cc12 | 13% | -8% | 1% | 2% | 7% | . | 7% | -4 | 1% | . | .

Some of the compounds tested; the hit share may differ from the screen's.
